# High-throughput results: PubChem BioAssay, several laboratories
# IDE cell inh: inhibitors of human insulin-degrading enzyme in cells; P14735; HEK cells, FAbetaB cleavage, fluorescence polarization; inhibition, % at 5.59 µM; 0.41% of 320,000 active;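 active = percent inhibition above the average of all tested compounds plus 3 SD, set per screening campaign, cut at about 16% in these data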;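 also: IDE supplied by intact live HEK cells; FP after avidin binding of uncleaved biotin substrate so inhibition keeps polarization high; 0% = DMSO wells and 100% = 60 µM reference IDE inhibitor Ii1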
# M18AAP inhibitor: blocks P. falciparum M18 aspartyl aminopeptidase; recombinant PfM18AAP, H-Glu-NHMec fluorogenic cleavage; inhibition, % at 7.35 µM; 1.2% of 290,000 active;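 active = inhibition above the campaign mean inhibition over all tested compounds plus 3 SD, cut at about 28% in these data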;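 also: 0% = plate median of test compound wells and 100% = 2 mM ZnCl2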
# IDE act: IDE (human) activation, cell-based | HEK cells, FAbeta-B cleavage, fluorescence polarization; 0% vehicle, 100% cell-free pure enzyme wells | P14735 | activation, % at 5.96 µM | 0.073% of 340,000 active;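 active = activation above the mean of all tested compounds plus 3 SD, set per screening campaign, cut at about 17% in these data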
# NALP1 inh: NALP1 inhibition; S. cerevisiae NALP1/ASC/caspase-1 growth, X-gal OD620, 72 h; inhibition, % at 10 µM; 0.61% of 280,000 active; AID 2071; in the data active = inhibition mostly above about 24%, no sharp cut-off; inactive = mostly below about 32%; also: some compounds called inactive have numbers as strong as hits
# PHOSPHO1 inh: inhibitors of human PHOSPHO1 phosphatase; Q8TCT1; recombinant PHOSPHO1, absorbance phosphatase assay; inhibition, % at 13.3 µM; 1.1% of 290,000 active; in the data active = inhibition above about 60%
# GPR7 antagonist: antagonists of human GPR7 (neuropeptides B/W receptor 1); inhibition, % at 4.4 µM; 1.1% of 290,000 active; GPR7-expressing cells, fluorescence antagonist assay; P48145; in the data active = inhibition above about 16%, passing the limit was not always enough;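 also: cells stimulated with the agonist NPW; 0% = agonist with vehicle and 100% = vehicle without agonist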
# pCIP destab: lowers stability of the mouse p/CIP coactivator protein; Q05BA5; F442A p/CIP-EGFP cells, EGFP fluorescence, 16 h; decrease of EGFP signal, % at 10 µM; 0.01% of 290,000 active; AID 1984;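 active = EGFP signal decrease of at least 30% at 10 µM or well 3 SD below plate mean, unless failing retest; inactive = the rest, including hits failing retest or dose response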; also: some compounds called inactive have numbers as strong as hits; many of its hits are not listed in these tables
# Target sequence (Q05BA5 1-1403): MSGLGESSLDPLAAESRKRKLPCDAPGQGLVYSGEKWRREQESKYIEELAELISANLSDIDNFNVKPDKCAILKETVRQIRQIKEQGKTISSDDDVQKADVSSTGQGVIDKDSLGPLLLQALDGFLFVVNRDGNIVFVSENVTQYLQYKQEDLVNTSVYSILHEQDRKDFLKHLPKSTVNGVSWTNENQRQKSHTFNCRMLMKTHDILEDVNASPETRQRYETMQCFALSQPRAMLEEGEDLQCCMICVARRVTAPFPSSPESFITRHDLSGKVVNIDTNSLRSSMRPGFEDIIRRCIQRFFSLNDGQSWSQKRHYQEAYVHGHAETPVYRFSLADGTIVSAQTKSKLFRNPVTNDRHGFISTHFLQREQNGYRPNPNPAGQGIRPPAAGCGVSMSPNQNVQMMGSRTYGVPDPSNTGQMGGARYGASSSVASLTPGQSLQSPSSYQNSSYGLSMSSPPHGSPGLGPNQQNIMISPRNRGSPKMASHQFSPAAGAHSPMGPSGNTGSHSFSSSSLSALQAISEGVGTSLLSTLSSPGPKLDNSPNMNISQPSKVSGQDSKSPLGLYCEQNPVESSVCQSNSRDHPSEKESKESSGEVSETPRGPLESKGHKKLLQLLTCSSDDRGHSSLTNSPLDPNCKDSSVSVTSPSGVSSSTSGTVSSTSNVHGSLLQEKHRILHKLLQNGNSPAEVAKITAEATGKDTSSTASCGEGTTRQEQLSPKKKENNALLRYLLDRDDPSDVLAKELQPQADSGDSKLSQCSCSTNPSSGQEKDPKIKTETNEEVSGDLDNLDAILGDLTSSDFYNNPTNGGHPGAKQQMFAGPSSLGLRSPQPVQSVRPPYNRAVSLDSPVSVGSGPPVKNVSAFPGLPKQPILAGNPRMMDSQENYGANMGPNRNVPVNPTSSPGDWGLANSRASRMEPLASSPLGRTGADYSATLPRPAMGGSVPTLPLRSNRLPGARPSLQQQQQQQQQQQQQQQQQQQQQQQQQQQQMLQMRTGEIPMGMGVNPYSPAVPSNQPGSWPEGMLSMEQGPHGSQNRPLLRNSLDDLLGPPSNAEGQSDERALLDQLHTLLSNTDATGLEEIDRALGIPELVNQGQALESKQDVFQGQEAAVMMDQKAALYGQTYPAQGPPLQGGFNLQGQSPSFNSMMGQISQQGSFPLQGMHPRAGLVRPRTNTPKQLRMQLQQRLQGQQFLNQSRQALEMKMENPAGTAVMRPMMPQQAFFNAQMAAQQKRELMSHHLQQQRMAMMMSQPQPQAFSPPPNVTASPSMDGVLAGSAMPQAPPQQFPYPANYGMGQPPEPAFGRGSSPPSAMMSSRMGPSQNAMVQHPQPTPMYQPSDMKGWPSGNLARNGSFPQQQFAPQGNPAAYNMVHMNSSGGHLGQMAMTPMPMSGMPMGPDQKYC
# IMP-1 inh: inhibitors of Pseudomonas aeruginosa IMP-1 metallo-beta-lactamase; purified IMP-1, nitrocefin hydrolysis, epi-absorbance fluorescence; inhibition, % at 5.6 µM; 0.45% of 290,000 active;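 active = inhibition above the mean plus 3 SD of all compounds in the same screening run, cut at about 4.5% in these data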;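 also: 0% = IMP-1 with DMSO and 100% = DMSO wells lacking enzyme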
#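 Material – recombinant IMP-1 enzyme, purified · Amount – IMP-1 0.2 nM before substrate addition · Medium – HEPES buffer pH 7.1 with ZnSO4 and Brij 35 · Timing – 25 °C, 15 min preincubation, 25 min reaction · Measured by – plate fluorescence quenching by hydrolysis product, ex 480/em 530 nm · Read-out – percent enzyme inhibition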
# VIM-2 inh: blocks Pseudomonas aeruginosa VIM-2 metallo-beta-lactamase; 0.89% of 290,000 active; inhibition, % at 5.6 µM; purified VIM-2, nitrocefin hydrolysis, epi-absorbance fluorescence;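 active = inhibition above the mean of all tested compounds plus 3 SD, cutoff set per screening run, cut at about 7.5% in these data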;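 also: red hydrolysis product quenches plate fluorescence so inhibitors raise well fluorescence; 0% = enzyme with DMSO and 100% = DMSO without enzyme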
# The depositor's hits bear a star; . = no result given.
IDE cell inh	M18AAP inhibitor	IDE act	NALP1 inh	PHOSPHO1 inh	GPR7 antagonist	pCIP destab	IMP-1 inh	VIM-2 inh	Structure
-2.9	3.2	0.9	19.4	-4.9	-9.9	0.5	-3.6	-4.2	COC(=O)Nc1ccc(S(=O)(=O)N2CCCC(C(=O)NC3CCS(=O)(=O)C3)C2)cc1 (centres undefined)
-0.5	-15.8	3.3	15.0	28.7	-11.7	-12.6	-1.2	1.3	O=C(NCCCN1CCCC1=O)Nc1ccccc1F
1.4	5.4	-0.5	11.5	-12.4	-7.8	11.3	-2.4	-2.6	Cc1ccc(CNC(=O)CSCc2ccccc2F)cc1
-0.7	5.0	5.2	7.4	28.0	-7.6	-2.5	2.7	1.9	COc1ccc(OC)c(S(=O)(=O)N2CCC(C(=O)NC3CC3)CC2)c1
2.6	-3.1	5.8	.	8.2	-5.5	-9.8	-1.6	-0.5	O=C(c1ccc(F)cc1)N1CCN(c2cc(N3CCCCC3)c(F)cc2[N+](=O)[O-])CC1
-0.9	8.6	7.9	.	-30.2	-0.2	1.1	-0.4	-1.8	CCCOc1cc(CN2CCCCC2)cc(C(C)=O)c1
-0.5	6.3	3.1	8.5	28.2	-12.9	-16.8	-2.0	-1.9	Clc1ccc(-n2cccc2CN2CCc3c([nH]c4ccccc34)C2c2ccccn2)nc1 (centres undefined)
1.5	-1.6	3.5	23.6	-8.7	-5.7	-16.8	-2.3	-2.5	Cc1cccc(NC(=O)CCNC(=O)c2ccco2)c1
-1.6	1.2	-0.6	-2.2	-13.5	-8.5	12.4	-0.8	-3.1	O=C(Cc1csc(Nc2nc(=S)[nH]c3ccccc23)n1)NCc1cccc(Cl)c1
3.2	-1.9	5.5	8.8	31.3	4.0	-8.0	-4.1	-2.1	O=C(NCCCNC(=O)c1ccccn1)c1ccc(Br)cc1
1.5	13.0	-1.1	17.0	29.0	-5.0	-9.0	-2.0	-2.3	Cc1cc(Cl)ccc1NNC(=O)CCc1ccccc1
0.2	-5.5	3.6	7.9	15.2	-11.7	-11.8	-3.7	-1.5	CCOC(=O)C1=C(C)OC(N)=C(C(=O)OCC)C1c1cccnc1 (centres undefined)
2.0	5.9	3.0	34.5	-21.4	15.3	-0.2	-0.6	-1.6	CC(NC(=O)c1ccc(Br)cc1)c1ccc2c(c1)CCCC2 (centres undefined)
-0.8	8.0	3.2	0.3	16.1	-1.4	-0.4	-5.8	-4.6	Cc1ccc(S(=O)(=O)/N=C(/NNC(=O)c2cccc(Cl)c2)c2ccccc2)cc1
-0.5	-8.3	.	14.1	29.8	0.7	-3.6	-3.5	-0.1	CCc1ccc(NC(=S)NNC(=O)c2ccccc2OC(F)F)cc1
-3.9	13.8	3.5	-8.4	19.3	1.3	2.4	-2.3	-3.6	O=S(=O)(NCc1ccc(F)cc1)c1cccc(S(=O)(=O)N2CCOCC2)c1
-1.9	-5.0	-0.2	-13.9	50.5	-11.1	7.7	-0.3	0.8	Cc1cccc2nc(CSCc3ccco3)cn12
-5.6	0.4	0.4	8.1	27.9	-5.6	8.1	-1.5	12.0*	O=C(COc1ccc2c3c(c(=O)oc2c1)CCC3)N1CCCCC1
-1.1	-0.3	2.0	-3.5	33.1	-10.2	-2.2	-1.9	-0.8	O=C(COC(=O)c1cc(S(=O)(=O)N2CCOCC2)ccc1O)Nc1cc(S(=O)(=O)N2CCCC2)ccc1Cl
7.5	-2.5	-1.1	15.8	-0.1	2.0	8.5	-2.8	2.1	COc1ccc(C(=O)Nc2ccnn2C2CCN(C(=O)CCC(F)(F)F)CC2)cc1
-4.8	-3.6	1.6	3.9	20.0	-5.7	-1.9	-2.6	-1.2	O=C(CSc1nnc(NC(=O)C2CC2)s1)NCc1ccccc1
-1.9	4.4	-2.7	0.1	17.7	-4.9	-21.1	0.7	-2.5	O=C(NCc1ccccc1)C1=C[C@H](c2csc3ccccc23)C[C@H](OCCCCO)O1
1.6	5.5	0.4	10.3	37.3	-15.5	-10.1	-1.8	-2.4	CCOC(=O)c1ccc(N=c2scc(C)n2CC)cc1
-0.4	-0.6	3.4	1.6	10.5	-6.3	-0.8	-1.4	-1.7	Cc1cccc(NC(=O)N2CCN(Cc3ccc4c(c3)OCO4)CC2)c1C
-5.3	3.8	3.6	16.3	11.9	-19.6	-8.0	-0.8	0.3	Cc1ccc(-c2c(NC(=O)c3ccco3)oc3ccccc3c2=O)cc1
-3.2	-11.5	3.5	17.9	24.1	0.6	-10.8	1.1	-2.2	CC1CN(CC(=O)Nc2ccc(S(N)(=O)=O)cc2)CC(C)O1 (centres undefined)
3.7	-2.6	2.4	-0.3	-0.5	0.8	-2.1	-7.2	-3.7	Cc1ccc(N(CC(=O)NC(C)c2ccccc2)S(=O)(=O)c2cccs2)cc1 (centres undefined)
-0.7	3.8	-1.0	22.0	-20.5	-13.1	0.6	-4.3	-6.2	COc1ccc(Cn2cnc3c(N)c(C)c(C)cc32)cc1
2.5	-1.2	-2.7	9.4	8.6	-11.1	-2.6	-1.7	-0.7	Cc1cc(NC(=O)Cn2c(=O)c3c(ncn3CC(C)C)n(Cc3ccccc3)c2=O)no1
13.4	3.8	-12.1	15.8	20.1	-13.2	-9.6	-1.3	-0.7	Cc1cc(N2CCC(C(=O)N3CCN(c4cccc(C)c4C)CC3)CC2)n2ncnc2n1
6.2	33.9*	0.9	-12.9	1.2	-9.6	0.6	-4.7	-2.6	COc1ccc(/C=N/Nc2nnc(C)n2N)cc1OC(C)=O
2.3	3.1	5.1	-1.3	10.0	-10.0	1.5	-2.8	-0.6	O=C(NCc1ccccn1)c1ccc(Cl)c(NC2=NC3CS(=O)(=O)CC3S2)c1 (centres undefined)
-8.8	7.4	5.6	-24.4	32.3	-31.0	-6.9	-2.9	-1.1	C/C(=N\Nc1nncc2ccccc12)c1cccc(OC(F)F)c1
4.8	-0.9	5.7	-6.4	30.8	4.0	-5.0	-1.8	-4.7	O=C(C1CCC(CNS(=O)(=O)c2ccccc2)CC1)N1CCOCC1 (centres undefined)
2.2	0.8	4.9	-7.3	5.5	-2.2	-14.8	-5.0	-1.8	Cc1cc(NC(=O)C2C3C(=O)N(Cc4ccc(Cl)cc4)C(C(=O)NCc4ccccc4)C34C=CC2(C)O4)no1 (centres undefined)
10.0	-10.6	8.0	21.8	-41.8	2.5	9.4	-2.5	-1.5	Cc1ccc(OCC(=O)NCc2ccccn2)c(Br)c1
3.1	6.2	0.6	6.3	2.3	-14.8	2.2	-3.8	-3.1	CN(C)c1nc(NCc2ccccc2)nc(N/N=C/c2ccc3c(c2)OCO3)n1
68.4*	6.1	-89.5	13.4	38.5	11.3	-9.3	-0.5	0.1	O=C(Oc1c(-c2ccco2)oc2ccccc2c1=O)c1cccnc1
-1.2	-17.9	-2.2	6.0	48.9	-7.0	7.6	-1.6	-2.0	CC(C)CC(NC(N)=O)C(=O)Nc1cccc([N+](=O)[O-])c1 (centres undefined)
4.2	3.4	3.7	-6.4	23.3	-12.1	1.5	-4.1	-2.5	Cc1ccn2c(Nc3ccccc3C)c(-c3ccccn3)nc2c1
-1.3	9.9	0.0	5.8	100.3*	-15.1	-15.0	-5.2	-2.2	Fc1ccc(NC(=S)NN=C2CCCCCC2)cc1
3.4	-5.7	5.0	.	8.2	-1.8	1.1	-5.0	-3.3	Cc1ccn2cc(CNS(=O)(=O)c3ccc4c(c3)OCCO4)nc2c1
-1.3	-3.8	-0.1	1.7	-10.8	-13.0	-14.8	-0.9	-0.8	COc1ccc(OC)c(S(=O)(=O)Nc2cc(C)on2)c1
3.0	-0.2	8.8	9.1	31.8	-8.6	-5.9	-2.1	-2.7	CC(=O)c1c(C)[nH]c(C(=O)NC2CCCCC2)c1C
-3.7	-3.4	4.5	21.5	11.4	4.3	-38.0	-1.2	-0.8	O=C(O)CC1(c2ccccc2)C(=O)c2ccccc2C1=O
.	2.7	-2.0	-4.8	34.0	-13.8	5.1	-2.8	-4.3	O=[N+]([O-])c1ccccc1S(=O)(=O)Nc1ccc2c(c1)OCCO2
2.5	-1.1	5.9	5.9	33.1	-1.7	3.8	-1.5	-3.7	CCN(CC)CCCNC(=O)C1CCC(=O)N(c2ccc(OC)cc2)C1c1ccc(F)cc1 (centres undefined)
-1.3	-0.7	-1.7	16.4	-16.0	-3.4	1.4	-2.0	-1.2	Cc1ccccc1-c1nc(CS(=O)CC(=O)NCCN2CCN(Cc3ccccc3)CC2)c(C)o1 (centres undefined)
1.5	-1.8	2.0	2.5	-1.3	-9.8	-2.0	-2.3	-1.9	COc1cc(CNCc2cccc3ccccc23)cc(OC)c1
0.4	-15.1	0.0	28.2	-10.5	11.1	0.9	-4.5	-1.8	Cc1ccc(C)c(S(=O)(=O)N2CCN(CC(=O)Nc3ccc([N+](=O)[O-])cc3)CC2)c1

# 3 compounds out of the list, arranged by number of heavy atoms, high to low.
IDE cell inh	M18AAP inhibitor	IDE act	NALP1 inh	PHOSPHO1 inh	GPR7 antagonist	pCIP destab	IMP-1 inh	VIM-2 inh	Structure
0.4	-15.1	0.0	28.2	-10.5	11.1	0.9	-4.5	-1.8	Cc1ccc(C)c(S(=O)(=O)N2CCN(CC(=O)Nc3ccc([N+](=O)[O-])cc3)CC2)c1
2.3	3.1	5.1	-1.3	10.0	-10.0	1.5	-2.8	-0.6	O=C(NCc1ccccn1)c1ccc(Cl)c(NC2=NC3CS(=O)(=O)CC3S2)c1 (centres undefined)
68.4*	6.1	-89.5	13.4	38.5	11.3	-9.3	-0.5	0.1	O=C(Oc1c(-c2ccco2)oc2ccccc2c1=O)c1cccnc1

# Continuation.
IDE cell inh	M18AAP inhibitor	IDE act	NALP1 inh	PHOSPHO1 inh	GPR7 antagonist	pCIP destab	IMP-1 inh	VIM-2 inh	Structure
20.2*	-1.3	-23.8	17.2	14.5	-11.9	16.9	-3.0	1.0	CC(CC(=O)O)CC(=O)N1CCN(S(=O)(=O)c2cccs2)CC1 (centres undefined)
0.3	3.2	.	3.5	44.8	0.4	-14.3	-2.4	-3.8	Cc1ccc([N+](=O)[O-])cc1S(=O)(=O)N1CCC(C)CC1
-2.8	-1.2	-1.6	33.9	-6.0	-2.6	-17.3	0.0	-2.2	Cc1ccccc1NC(=O)NCCN1C(=O)C2C3C=CC(C3)C2C1=O (centres undefined)
2.1	1.9	0.4	40.0	-21.2	-8.8	-2.2	-5.4	-2.1	Cc1cc(C(=O)NCC(=O)OCC(=O)N(C2CCCCC2)C2CCCCC2)ccc1[N+](=O)[O-]
3.3	-1.9	3.0	3.4	7.6	-7.8	-3.0	-2.4	0.0	Cn1c(SCC(=O)NC2CC2)nnc1-c1ccccc1Cl
-13.6	4.4	-0.3	8.7	-12.9	-7.9	-2.0	-1.8	-7.0	CCn1c(CSc2nc(C)cc(C)n2)nnc1SCC(=O)Nc1cccc2ccccc12

# Reprinted at random: 2 compounds from above
IDE cell inh	M18AAP inhibitor	IDE act	NALP1 inh	PHOSPHO1 inh	GPR7 antagonist	pCIP destab	IMP-1 inh	VIM-2 inh	Structure
-13.6	4.4	-0.3	8.7	-12.9	-7.9	-2.0	-1.8	-7.0	CCn1c(CSc2nc(C)cc(C)n2)nnc1SCC(=O)Nc1cccc2ccccc12
20.2*	-1.3	-23.8	17.2	14.5	-11.9	16.9	-3.0	1.0	CC(CC(=O)O)CC(=O)N1CCN(S(=O)(=O)c2cccs2)CC1 (centres undefined)
